KCNQ1 inh = inhibitors of human KCNQ1 potassium channel | P51787 | CHO-K1 KCNQ1, FluxOR thallium flux fluorescence; hits give high values | B-score at 10 µM | actives 1.3% (n = 310,000) | AID 2642;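 active = compounds whose thallium flux B-score, printed positive for inhibition, exceeds three library SD while starting fluorescence stays within three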;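 note: channel opened by potassium depolarization with thallium stimulus after 20 min compound exposure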
KCNK3 inh = human KCNK3 channel inhibition, primary screen | CHO-KCNK3 thallium flux, FluxOR fluorescence; hits give low values | B-score at 10 µM | actives 0.84% (n = 340,000) | AID 602410;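 active = B-score under library mean minus 4 SD, starting fluorescence ratio at most library mean plus 5 SD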;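 note: more negative B-score means stronger inhibition of thallium flux through KCNK3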
Target sequence (O14649 whole entry, looked up): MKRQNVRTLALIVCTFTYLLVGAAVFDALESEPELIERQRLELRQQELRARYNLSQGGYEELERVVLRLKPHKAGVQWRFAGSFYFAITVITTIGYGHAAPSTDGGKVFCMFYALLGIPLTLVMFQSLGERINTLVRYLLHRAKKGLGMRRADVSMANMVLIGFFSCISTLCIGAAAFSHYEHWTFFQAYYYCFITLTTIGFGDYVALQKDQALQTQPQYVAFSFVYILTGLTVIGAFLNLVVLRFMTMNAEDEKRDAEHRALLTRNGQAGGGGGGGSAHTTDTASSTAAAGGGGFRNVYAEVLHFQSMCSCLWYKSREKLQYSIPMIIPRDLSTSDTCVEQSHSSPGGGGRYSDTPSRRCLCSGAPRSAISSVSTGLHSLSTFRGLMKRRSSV
RGS4 act = RGS4 potentiation or activation; HEK293 M3R/inducible RGS4, carbachol calcium flux Fluo4; hits give low values; B-score at 10 µM; actives 0.92% (n = 310,000);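 active = B-score of the integrated calcium signal more than 4 SD below the library mean, with starting fluorescence not abnormally high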;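 note: negative B-score means reduced calcium response which marks RGS4 activation or potentiation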
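Reagent: ECmax carbachol challenge; Test system: M3R-expressing HEK293 line, RGS4 induced by doxycycline; Schedule: overnight RGS4 induction, 30 min dye load 37 °C, 20 min compound RT; Detection: calcium dye Fluo4 fluorescence; Read-out: Agonist-evoked peak-minus-minimum fluorescence over baseline, integrated ratio, B score.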
KCNQ1 act = potentiates or activates the human KCNQ1 potassium channel. B-score at 10 µM. AID 2648. CHO-K1 KCNQ1, thallium flux FluxOR fluorescence; hits give high values. P51787. actives 0.35% (n = 310,000);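 active = fluorescence ratio B-score, a plate-corrected score, at least three library SD, with initial intensity B-score within 5 SD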
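Assay system: CHO-K1 cells stably expressing KCNQ1. Medium: assay buffer for compound exposure, DMSO matched across wells. Timing: 37 °C overnight plating, 90-min dark dye load, 20-min compound pretreatment. Signal: kinetic FluxOR fluorescence, 10 s baseline plus 110 s post-stimulus.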
hERG rescue = shields human hERG channel from block by proarrhythmic agents; Q12809; CHO-hERG, FluxOR thallium flux, dofetilide IC70 present; activation (rescue from dofetilide block), less the hit threshold, % at 10 µM; actives 0.51% (n = 310,000);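 active = activation above the mean of controls blocked by dofetilide plus 5 SD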;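 note: thallium influx through hERG after potassium depolarization seen as dye fluorescence rise; in these data hits start at about 4.7%; inactives centre near -7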
Dyrk1A ADPGlo = blocks rat Dyrk1A kinase activity. inhibition, % at 12.5 µM. AID 504441. Q63470. actives 0.43% (n = 310,000). ADP-Glo luminescence, NFATc1 peptide; in the data active = inhibition above about 50%;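 note: plate controls were vehicle with enzyme for no effect and no enzyme for full effect; many of its hits are not listed in these tables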
KCNK9 block = human KCNK9 channel inhibition | HEK293 KCNK9, FluxOR thallium flux fluorescence; hits give low values | B-score at 10 µM | actives 1.2% (n = 310,000);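 active = ratio B-score over 3 SD below the library mean, with starting fluorescence within 5 SD of its mean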;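 note: negative B-score means less thallium flux so channel inhibition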
GSK3beta inhib = human GSK3beta kinase inhibition | actives 0.038% (n = 300,000) | P49841 | GST-GSK3beta kinase, ADP-Glo luminescence, 60 min; hits give low values | AID 2097 | activity score (negative = inhibition), % at 10 µM;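 active = more than half of replicate wells score below -50%, meaning over 50% inhibition versus plate controls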;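 note: 0% = median DMSO wells and -100% = median GW8510 positive control wells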
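Test system: GST-fused GSK3beta enzyme, cell-free | Quantity: 1.6 ng GST-GSK3beta enzyme per well | Reagent: 25 µM ATP with peptide substrate | Schedule: 60 min enzyme reaction, room temperature | Signal: Luminescent ADP-Glo measurement of ADP formed | Read-out basis: Score relative to plate controls | Control set: DMSO and 20 µM GW8510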
HDAC3 inhib = blocks human histone deacetylase 3. O15379. recombinant HDAC3, fluorogenic peptide/trypsin coupled, fluorescence. inhibition, % at 8.3 µM. actives 0.15% (n = 320,000). AID 2718; in the data active = inhibition above about 26%, passing the limit was not always enough
PolyA inhibitor = inhibitors of polyadenylation in S. cerevisiae | calls only at 12 µM | actives 0.02% (n = 300,000) | S. cerevisiae SKY197-pL101 polyadenylation reporter, beta-gal luminescence; efflux-impaired pdr1/pdr3 knockout yeast; score 100 = 6 SD above DMSO | AID 1875;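 active = lowest replicate activity score at least 50, where 100 means six control SD above control mean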;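 note: yeast exposed to compound for 9 h at 30 °C; higher score means more reporter readthrough which indicates perturbed polyadenylation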
GSK3 alpha inh = inhibitors of human GSK-3 alpha kinase. P49840. ADP-Glo luminescence, 60 min. inhibition, % at 10 µM. actives 0.1% (n = 320,000). AID 2650;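 in the data active = inhibition above about 50%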;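 note: GST-tagged GSK-3 alpha with peptide substrate and 25 µM ATP; 0% = DMSO neutral wells and 100% = GW8510 positive control wells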
Target sequence (P49840 whole entry, looked up): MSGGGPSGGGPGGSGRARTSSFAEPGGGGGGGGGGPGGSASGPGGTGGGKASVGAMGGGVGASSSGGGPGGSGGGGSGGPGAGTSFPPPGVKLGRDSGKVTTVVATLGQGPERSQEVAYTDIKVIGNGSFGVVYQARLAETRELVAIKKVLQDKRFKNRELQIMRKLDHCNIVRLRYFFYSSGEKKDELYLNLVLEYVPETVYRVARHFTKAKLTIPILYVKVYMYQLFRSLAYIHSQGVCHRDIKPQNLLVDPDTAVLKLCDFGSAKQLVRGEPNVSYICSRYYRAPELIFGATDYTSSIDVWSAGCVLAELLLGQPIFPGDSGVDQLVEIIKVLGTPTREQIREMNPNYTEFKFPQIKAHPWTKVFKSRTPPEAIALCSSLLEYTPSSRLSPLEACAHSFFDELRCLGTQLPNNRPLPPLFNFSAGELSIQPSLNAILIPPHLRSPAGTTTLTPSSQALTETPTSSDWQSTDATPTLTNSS
The depositor's hits bear a star; i = inactive; . = no result given. This is a subset. The share of hits here may be higher or lower than overall.

SMILES	KCNQ1 inh	KCNK3 inh	RGS4 act	KCNQ1 act	hERG rescue	Dyrk1A ADPGlo	KCNK9 block	GSK3beta inhib	HDAC3 inhib	PolyA inhibitor	GSK3 alpha inh
Cc1ccc(NC(=O)CN2C(=O)c3ccccc3C2=O)cc1	i	i	i	i	-4.2	8.2	i	0.9	-7.5	i	0.6
Cn1cccc1C(=O)c1cccc([N+](=O)[O-])c1	i	i	i	i	-5.7	11.4	i	-0.5	-0.9	i	-4.0
COc1cc(NC(=O)c2cccs2)cc(OC)c1	i	i	i	i	-1.1	9.6	i	0.7	5.7	i	0.8
O=C(O)c1ccccc1-c1ccccc1C(=O)Nc1ccccc1Br	i	i	i	i	-2.3	.	i	-1.1	3.3	i	7.7
O=C(Nc1cccc(F)c1)c1cccnc1N1CCOCC1	i	i	i	i	-13.9	3.9	i	-1.5	-6.9	i	-2.0
COc1ccc(NC(=O)CSc2nc(NS(=O)(=O)c3ccc(C)cc3)cc(=O)[nH]2)cc1	i	i	i	i	-14.8	-1.8	i	2.8	0.0	i	-0.9
COCCCN(C(=O)CSCc1c(C)noc1C)c1c(N)n(Cc2ccccc2)c(=O)[nH]c1=O	i	i	i	i	-12.0	-0.5	i	1.2	-9.9	i	-2.2
Cc1cnc(C(=O)Nc2cccc(S(=O)(=O)N(C)C)c2)cn1	i	i	i	i	-6.0	1.0	i	3.1	-1.8	i	0.8
O=C(Cc1ccccc1)N1CCN(C(=O)c2ccco2)CC1	i	i	i	i	-6.8	0.0	i	0.2	3.4	i	1.3
CC(C)OCC(O)CS(=O)Cc1ccccc1 (configuration not stated)	i	i	i	i	-1.9	0.8	i	-0.1	-5.2	i	-1.4
COC(=O)CSc1nnc(-c2ccco2)o1	i	i	i	i	-1.7	31.6	i	1.1	1.1	i	0.5
O=S(=O)(c1cnc[nH]1)N1CCN(c2ccc(Cl)cc2)CC1	i	i	i	i	-5.8	0.8	i	1.0	7.6	i	0.1
CCC(C)(C)C1CCC2(CC1)NC(=O)N(CC(=O)Nc1nc(-c3ccc(C)cc3)cs1)C2=O (configuration not stated)	i	i	i	i	-6.6	5.1	i	-1.0	2.5	i	0.6
COc1ccc(CC(=O)N2CCN(S(=O)(=O)c3cccs3)CC2)cc1OC	i	i	i	i	-6.7	9.0	i	3.2	5.0	i	-2.8
C=CCn1c(-c2ccc(Cl)cc2)cnc1SC(C)C(=O)NC(N)=O (configuration not stated)	i	i	i	i	-20.8	.	i	1.0	8.8	i	0.1
O=C(CSc1nnc2ccc(-c3ccc(F)cc3)nn12)NCC1CCCO1 (configuration not stated)	i	i	i	i	-13.9	1.2	i	1.1	-14.0	i	-1.2
OCCSc1nc(-c2ccccc2)nc2ccc(F)cc12	i	i	i	i	-16.1	-0.4	i	-1.0	3.6	i	-6.6
CCNC(=O)C(=O)NCC(c1cccs1)S(=O)(=O)c1ccc(C)cc1 (configuration not stated)	i	i	i	i	-2.9	.	i	0.4	-10.9	i	6.6
CCOC(=O)c1ccc(NC(=O)CSc2nnc(CNc3ccc(OC)cc3)n2C)cc1	i	i	i	i	-9.7	-0.5	i	1.9	-2.3	i	-3.4
COc1ccc(-c2cc(C(=O)Nc3ccc(OC)c(OC)c3)no2)cc1	i	i	i	i	-3.5	-3.1	i	-3.3	-4.6	i	0.9
CCc1cc(C(=O)NCCN(C)C)cs1	i	i	i	i	-4.4	7.3	i	1.3	-1.8	i	1.0
CCCS(=O)(=O)N1CCCC(C(=O)NCC2CCCO2)C1 (configuration not stated)	i	i	i	i	0.0	-4.0	i	0.8	-5.9	i	-0.8
N#C/C(=N\Nc1ccc(S(=O)(=O)N2CCc3ccccc32)cc1)C(N)=S	i	i	i	i	-8.9	4.8	i	3.2	-2.6	i	-1.5
CN(c1ccc(OCC(=O)OCC(=O)NCc2ccco2)cc1)S(=O)(=O)c1ccc2ccccc2c1	i	i	i	i	-8.1	-2.2	i	0.9	.	i	.
Cc1onc(-c2c(Cl)cccc2Cl)c1C(=O)N1CCCc2ccccc21	i	i	i	i	-7.0	-3.1	i	0.8	0.8	i	-1.1
COc1ccc(C)cc1S(=O)(=O)Nc1ccccc1	i	i	i	i	-8.5	0.7	i	5.5	-3.6	i	-2.4
CCOc1ccc2[nH]c3c(N4CCN(c5ccccn5)CC4)ncnc3c2c1	i	i	i	i	-17.5	-25.4	i	4.2	-2.2	i	11.8
COc1ccc(NC(=O)NNS(=O)(=O)c2ccc(Br)cc2)cc1	i	i	i	i	-8.8	-0.5	i	0.9	-13.2	i	1.2
CCCCCCC(=O)Nc1c(O)c2ccccc2[nH]c1=O	i	i	i	i	-9.1	1.4	i	-2.9	2.2	i	.
Cc1ccc(C2(C(F)(F)F)NC(=O)N3CCN=C3S2)cc1 (configuration not stated)	i	i	i	i	-11.3	-5.5	i	0.1	-2.3	i	-8.0
COc1cc(/C=C2\S/C(=N/S(=O)(=O)Cc3ccccc3)NC2=O)c([N+](=O)[O-])cc1OC	i	i	i	i	-10.3	2.6	i	4.9	4.8	i	-4.2
CN(CC(=O)N1CCc2[nH]c3ccc(F)cc3c2C1)CC1OCCO1	i	.	i	i	-6.8	.	i	0.8	3.3	i	3.6
O=C(NCC1CCCO1)/C(=C\c1cccc([N+](=O)[O-])c1)NC(=O)c1ccccc1 (configuration not stated)	i	i	i	i	-12.6	3.0	i	-0.4	2.3	.	-2.1
Cc1sc2ncnc(SCC(=O)c3ccc(Cl)s3)c2c1C	i	.	i	i	-1.9	.	i	0.5	5.1	i	0.5
OCCn1ccc(-c2ccccc2OCc2ccc(F)cc2)n1	i	i	i	i	-6.9	-0.1	i	-0.1	-2.4	i	0.8
COCCCNC(=O)c1ccc(CS(=O)(=O)c2cccc(C(F)(F)F)c2)o1	i	i	i	i	-7.1	-4.6	i	0.8	5.8	i	-1.6
CC(C(=O)NCC1CCCCC1)N1CCN(S(=O)(=O)c2ccccc2F)CC1 (configuration not stated)	i	i	i	i	-13.0	-5.6	i	5.8	8.0	i	0.1
O=C(CN1C(=O)CSc2ccc(S(=O)(=O)N3CCCCC3)cc21)NCc1ccccc1Cl	i	i	i	i	-7.2	-2.3	i	3.3	-3.6	i	-10.1
Cc1ccc(NC(=O)Cc2nnc(SCC(=O)Nc3nncs3)n2C)c(C)c1	i	i	i	i	-10.3	-0.7	i	-1.5	-4.3	i	-3.0
N=c1ccn(CC(=O)c2ccc(-c3ccccc3)cc2)cc1	i	i	i	i	-13.9	-3.0	i	.	-2.1	i	-1.0

Part of the list above in order of molar mass, descending.
SMILES	KCNQ1 inh	KCNK3 inh	RGS4 act	KCNQ1 act	hERG rescue	Dyrk1A ADPGlo	KCNK9 block	GSK3beta inhib	HDAC3 inhib	PolyA inhibitor	GSK3 alpha inh
CN(c1ccc(OCC(=O)OCC(=O)NCc2ccco2)cc1)S(=O)(=O)c1ccc2ccccc2c1	i	i	i	i	-8.1	-2.2	i	0.9	.	i	.
COc1ccc(NC(=O)NNS(=O)(=O)c2ccc(Br)cc2)cc1	i	i	i	i	-8.8	-0.5	i	0.9	-13.2	i	1.2
Cc1onc(-c2c(Cl)cccc2Cl)c1C(=O)N1CCCc2ccccc21	i	i	i	i	-7.0	-3.1	i	0.8	0.8	i	-1.1
N#C/C(=N\Nc1ccc(S(=O)(=O)N2CCc3ccccc32)cc1)C(N)=S	i	i	i	i	-8.9	4.8	i	3.2	-2.6	i	-1.5
Cc1sc2ncnc(SCC(=O)c3ccc(Cl)s3)c2c1C	i	.	i	i	-1.9	.	i	0.5	5.1	i	0.5
Cc1ccc(C2(C(F)(F)F)NC(=O)N3CCN=C3S2)cc1 (configuration not stated)	i	i	i	i	-11.3	-5.5	i	0.1	-2.3	i	-8.0
OCCn1ccc(-c2ccccc2OCc2ccc(F)cc2)n1	i	i	i	i	-6.9	-0.1	i	-0.1	-2.4	i	0.8
CCc1cc(C(=O)NCCN(C)C)cs1	i	i	i	i	-4.4	7.3	i	1.3	-1.8	i	1.0

(more compounds)
SMILES	KCNQ1 inh	KCNK3 inh	RGS4 act	KCNQ1 act	hERG rescue	Dyrk1A ADPGlo	KCNK9 block	GSK3beta inhib	HDAC3 inhib	PolyA inhibitor	GSK3 alpha inh
O=C(Cn1nc(C(=O)O)c2ccccc2c1=O)Nc1ccc(F)cc1	i	i	i	i	-3.4	-5.8	i	-0.6	-0.5	i	-1.5
CC1(C(=O)N/N=C/c2ccc3c(c2)OCO3)CC1(Br)Br (configuration not stated)	i	i	i	i	-5.7	-1.0	i	0.9	2.6	i	1.6
COc1ccc(NC(=O)CN2CCN(c3ccccn3)CC2)cc1Cl	i	i	i	i	-2.2	0.1	i	-2.0	-0.9	i	-2.4
COc1ccc(S(=O)(=O)N2CCC(C(=O)OCC(=O)c3ccccc3)CC2)cc1[N+](=O)[O-]	i	i	i	i	-8.2	5.7	i	0.2	0.3	i	-1.6
COc1ccccc1OCCNC(=O)Nc1ccc(Br)cc1	i	i	i	i	-23.6	.	i	1.6	-2.5	i	1.5
C=CCn1nnnc1SCC(=O)Nc1cccc(OC)c1	i	i	i	i	-5.1	0.1	i	2.1	-0.3	i	0.9
Cc1cc(C)c2cc(C)c(SCC(=O)NCc3ccco3)nc2c1	i	i	i	i	-12.6	-1.5	i	1.0	4.9	i	-0.4
COC(=O)c1c(C(=O)OC)c(-c2ccc(Cl)c(Cl)c2)n2c1CCC2	i	i	i	i	-5.7	2.1	-8.15*	3.3	1.6	i	5.6
CCN(Cc1ccccc1)C(c1cc2cc(C)ccc2[nH]c1=O)c1nnnn1CCOC (configuration not stated)	i	i	i	i	-6.5	2.9	i	-0.6	7.5	i	-0.9
CC(C)C(=O)NNC(=O)CSc1nnc(-c2ccccc2)c(-c2ccccc2)n1	i	i	i	i	-8.0	.	i	0.0	10.4	i	1.9
NC(=O)c1ccc(SCC(=O)OCC(=O)NCc2ccco2)c([N+](=O)[O-])c1	i	i	i	i	-3.8	10.1	i	.	-1.2	i	1.5
Cc1cc(SCc2c(F)cccc2Cl)nc(=O)[nH]1	i	i	i	i	-0.8	6.7	i	2.6	-1.8	i	-7.9
